Source: PubChem BioAssay (National Center for Advancing Translational Sciences (NCATS))
AmpC detergent = blocks E. coli AmpC beta-lactamase in detergent assay | P00811 | AmpC hydrolysis of nitrocefin, absorbance 480 nm, 0.01% Triton | Potency, µM (highest dose often 114 µM), inactives show at the highest dose activity change, negative = inhibition, actives largely listed as inhibitors | 370,000 compounds, 0.041% hits | AID 485294;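 also: potency is read from the fitted curve at half-maximal effect; 0% = no-compound wells and -100% = no-enzyme wells; nearly all actives have a fitted effect of over 25% in size; some results filed as inactive show a strong effect at the top dose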
Target sequence (P00811 whole entry, looked up): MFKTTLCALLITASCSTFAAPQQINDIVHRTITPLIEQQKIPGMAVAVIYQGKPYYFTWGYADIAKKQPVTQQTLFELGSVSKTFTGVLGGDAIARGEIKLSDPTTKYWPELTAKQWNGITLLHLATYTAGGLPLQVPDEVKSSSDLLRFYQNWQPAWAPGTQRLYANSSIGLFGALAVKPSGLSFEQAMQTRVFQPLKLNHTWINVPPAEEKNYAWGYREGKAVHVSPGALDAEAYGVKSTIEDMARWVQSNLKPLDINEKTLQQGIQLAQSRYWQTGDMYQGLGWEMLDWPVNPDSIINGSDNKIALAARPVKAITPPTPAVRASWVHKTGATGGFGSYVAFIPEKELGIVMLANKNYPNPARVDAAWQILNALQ
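20 mM phosphate pH 7.0 + 0.01% (detergent screen) or 0.0001% Triton X-100; 5.3 nM AmpC reagent; cpd preinc 15 min RT; nitrocefin (800 uM stock) to start; A480 q20 s × 4 min; Activity was normalised to no-enzyme and no-compound control wells.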
HCV inh = HCV inhibition; Huh7.5.1 HCVcc-Cre infection, luciferase reporter, 44 h; Potency, µM (highest dose often 41.8 µM), for the others: top-dose activity change, negative = inhibition, usual class: inhibitors; 340,000 compounds, 3.4% hits; also: potency is read from the fitted curve at half-maximal effect
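Cells (1,000/well) were plated 4 h before compound, then infected with HCVcc-Cre virus (~0.5 moi). After 44 h further culture, infection was read as luciferase luminescence following a 15 min substrate incubation at room temperature.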
LmPK inh = inhibitors of Leishmania mexicana pyruvate kinase. AID 1721. purified LmPK, Kinase-Glo ATP luminescence, 1 h. 290,000 compounds, 0.37% hits. Potency, µM (doses to about 57.5 µM), inactives show at the highest dose activity change, negative = inhibition, usual class: inhibitors; also: potency is read from the fitted curve at half-maximal effect
Target sequence (Q27686 whole entry, looked up): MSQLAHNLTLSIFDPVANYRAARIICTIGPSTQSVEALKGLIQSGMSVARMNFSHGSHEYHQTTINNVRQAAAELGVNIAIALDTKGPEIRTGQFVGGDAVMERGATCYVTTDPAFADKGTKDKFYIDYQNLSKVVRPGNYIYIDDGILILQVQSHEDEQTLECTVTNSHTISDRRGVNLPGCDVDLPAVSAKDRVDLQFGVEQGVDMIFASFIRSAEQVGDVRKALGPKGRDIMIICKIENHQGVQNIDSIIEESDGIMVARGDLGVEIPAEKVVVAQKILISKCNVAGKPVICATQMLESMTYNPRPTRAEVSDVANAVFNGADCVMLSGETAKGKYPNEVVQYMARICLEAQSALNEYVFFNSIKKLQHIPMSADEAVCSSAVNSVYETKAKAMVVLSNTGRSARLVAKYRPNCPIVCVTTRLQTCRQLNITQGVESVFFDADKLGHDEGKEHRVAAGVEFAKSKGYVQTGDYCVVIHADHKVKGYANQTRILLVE
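Purified LmPK (0.1 nM) converted ADP (0.1 mM) to ATP with PEP (0.5 mM) in imidazole buffer pH 7.2 with KCl and MgCl2, 1 h at room temperature. ATP was read by Kinase-Glo luminescence; data normalized to uninhibited and no-enzyme controls.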
AMA1-RON2 inh = inhibitors of Plasmodium falciparum AMA1-RON2 interaction; Potency, µM (highest dose often 58.2 µM), for inactives: at the highest dose activity change, negative = inhibition, actives largely listed as inhibitors; 360,000 compounds, 0.2% hits; AID 720542; AlphaScreen AMA1-biotinylated RON2 peptide binding;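 also: potency is read from the fitted curve at half-maximal effect; 0% = vehicle wells and -100% = peptide control; nearly all actives have a fitted effect of over 45% in size; some results filed as inactive show a strong effect at the top dose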
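AMA1 (3D7) with his tag at 25 nM final met compounds first, then biotinylated RON2 peptide at 25 nM; detection used donor plus acceptor beads, 10 µg/mL apiece, read by AlphaScreen after 30 min at room temperature.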
HCMV antiviral = inhibitors of human cytomegalovirus | 410,000 compounds, 4.5% hits | HFF cells, HCMV-luciferase reporter, 72 h; hits give low values | activity change, negative = inhibition, % at 57.5 µM; in the data active = activity change below about -60%; inconclusive = no clear call, values can overlap the other calls; inactive = above about -39%
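Luciferase read-out from HCMV-luciferase-infected HFFs (MOI 1 PFU/cell) 72 h post infection at 37C; compounds added after 16 h cell attachment; activity normalized between buffer-only basal and Salinomycin (10uM) inhibitor controls.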
AmpC no deterg = blocks E. coli AmpC beta-lactamase in detergent-free assay. AID 485341. AmpC nitrocefin hydrolysis, absorbance 480 nm, 0.0001% Triton. Potency, µM (highest dose often 57.1 µM), inactives show at the highest dose activity change, negative = inhibition, actives largely listed as inhibitors. P00811. 330,000 compounds, 0.52% hits;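 also: potency is read from the fitted curve at half-maximal effect; plate controls were no compound for no effect and no enzyme for full effect; nearly all actives have a fitted effect of over 20% in size; some results filed as inactive show a strong effect at the top dose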
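AmpC (5.3 nM in the dispensed reagent) in 20 mM phosphate pH 7.0 with 0.01% (detergent screen) or 0.0001% Triton X-100 was preincubated with compounds for 15 min at room temperature. Nitrocefin was then added from an 800 uM solution, and hydrolysis was followed at 480 nm.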
TbPYK inhibitor = T. brucei pyruvate kinase inhibition | Q57TT1 | TbPYK enzyme, Kinase-Glo Plus ATP luminescence, 45 min | Potency, µM (series often up to 76.8 µM), without a hit: at the highest dose activity, negative = inhibition, usual class: inhibitors | 410,000 compounds, 0.12% hits; also: potency is read from the fitted curve at half-maximal effect; nearly all actives have a fitted effect of over 50% in size
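Assay buffer: 50 mM TEA pH 7.2, 100 mM KCl, 10 mM MgCl2, 0.05% BSA, 0.01% Tween-20. Pyruvate kinase from T. brucei plus substrate met compound, then ADP (130 uM final). Luminescence was read post 45 min RT.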
* = called active by the depositor; ? = inconclusive; . = not tested or not shown; [ ] = another dose, or the depositor's remark. Unless noted, calls follow the shape of the dose curve; as a rule, active = well fitted curve in the direction sought with a large enough effect; inconclusive = small, poorly fitted or top-dose-only effect, or another doubt; inactive = no such curve, though single readings can be large; an effect the other way counts as inactive or inconclusive. Unless noted, % is scaled to controls: 0 for no effect and ±100 for the full control effect. Random draw from the library; any-hit rate near 7.5%.

Each structure is followed by: AmpC detergent | HCV inh | LmPK inh | AMA1-RON2 inh | HCMV antiviral | AmpC no deterg | TbPYK inhibitor
CN1C(=O)CC(Nc2cccc3cccc(N)c23)C1=O (stereo not drawn)
    8% | 5% | 4% | 11% | . | 8% | -4%
O=C1Nc2cc(C(=O)NCCCN3CCCC3)ccc2S/C1=C/c1ccccc1F
    0% | ? | -6% | 0% | -37 | 50% | 1%
O=C(c1nc(SCc2ccc([N+](=O)[O-])cc2)n2ccccc12)C(F)(F)F
    1% | ? | -6% | 4% | 2 | -26% | -10%
CCOc1cc(C=O)cc(Br)c1OCC(N)=O
    3% | -4% | -1% | -9% | -18 | -2% | -1%
COc1cc(OC)cc(-c2nnc(SCC(=O)N3CCC(C)CC3)o2)c1
    12% | . | . | . | -14 | . | -9%
Clc1cccc(-c2nc(-c3ccccn3)no2)c1
    -13% | -25% | 10µM* | 26% | -8 | -16% | -23%
CCn1cc([N+](=O)[O-])c(C(=O)Nc2ccn(Cc3ccccc3)n2)n1
    -11% | 3% | -1% | -2% | -74* | -23% | 28%
O=C(O)c1ccccc1-c1cn2cc(Cl)ccc2n1
    1% | 12% | 4% | -1% | 5 | -3% | -8%
CCN=c1sc(C(=O)OC)cc(=O)n1CC
    0% | -13% | -1% | -14% | 33 | -4% | -3%
O=C(CCc1ccc(S(=O)(=O)N2CCOCC2)cc1)Nc1cc(Cl)ccc1N1CCOCC1
    ? | -29% | -2% | -4% | 4 | 122%[activator] | -4%
COc1cc(C2C(C#N)=C(N)Oc3n[nH]c(-c4cccs4)c32)cc(OC)c1O (stereo not drawn)
    2% | 2% | 5% | -7% | -18 | -27% | -11%
O=C1c2ccccc2C2(c3ccccc3)N1CCN2C(=O)C(Cl)(Cl)Cl (stereo not drawn)
    -15% | -5% | 2% | -12% | ? | -5% | -12%
CCCC(=O)Nc1cc(S(=O)(=O)N2CCOCC2)ccc1N1CCCCC1
    . | -7% | . | -18% | -26 | 28% | ?
CC(C)CNC(=O)C1(C)CCCN1C(=O)CSc1ccccc1 (stereo not drawn)
    . | . | . | 2% | -8 | . | -2%
CCOC(=O)/C=c1\s/c(=C\c2ccc3cc(OC)ccc3c2)c(=O)n1CC(=O)NCC1CCCO1 (stereo not drawn)
    1% | ? | 5% | 5% | ? | -18% | -12%
C#CCOc1ccc(Cl)cc1/C=C1/C(=O)ON=C1C
    -6% | 15% | 3% | -2% | 78 | -40% | -13%
COc1ccccc1-c1nn(Cc2ccccc2)cc1/C=C/C(=O)O
    2% | 17% | 5% | -3% | -20 | -16% | -2%
CCOc1ccc2nc(SCC(=O)N(CCOC)c3c(N)n(Cc4ccccc4)c(=O)[nH]c3=O)[nH]c2c1
    -8% | ? | . | -18% | 17 | -8% | 3%
O=C(CCCN1C(=O)/C(=C\c2cccs2)SC1=S)Nc1cccnc1
    -3% | 7% | 0% | 9% | -93* | -28% | 8%
CN1C(=O)C(=O)/C(=C(/O)c2ccccc2)C1c1ccccc1 (stereo not drawn)
    -10% | 9% | -6% | 10% | 8 | -29% | 4%
CCOC(=O)N1CCC(=NNS(=O)(=O)c2cccc([N+](=O)[O-])c2)CC1
    3% | -5% | 4% | 3% | ? | -23% | 1%
COC(=O)CSC1=C(C#N)C(c2ccc(C)o2)CC(=O)N1 (stereo not drawn)
    -2% | -7% | -4% | 1% | -21 | 0% | 2%
CC(C)COc1ccc(C(=O)N2CCN(CCc3ccncc3)CC2)cc1
    -4% | . | . | . | -26 | . | 2%
CC(C)(CO)NCc1cccs1
    11% | 9% | 5% | 0% | -21 | -24% | 0%
Cc1c(Cl)cccc1NC(=O)Nc1nnc(N(C)Cc2ccccc2)s1
    1% | . | . | . | -13 | . | 0%
COc1cc(OC)cc(C(=O)NCCNc2nc3cc(C)cc(C)c3cc2C#N)c1
    -14% | ? | 4% | -2% | -3 | -6% | -8%
COc1cc(Nc2nc(SCC(=O)c3ccc(Br)cc3)nc3ccccc23)cc(OC)c1
    6% | . | . | . | -62* | . | -4%
O=C(COc1ccccc1Cl)Nc1nc(-c2ccc(F)cc2)ns1
    1% | . | . | . | -30 | . | 2%
Clc1ccc(Cn2ncc3c(NCCN4CCOCC4)ncnc32)cc1
    -9% | 10% | -3% | -2% | -15 | 27% | -10%
O=[N+]([O-])c1ccccc1OCC(O)CNC1CCCC1 (stereo not drawn)
    2% | 14% | 9% | -9% | 5 | -3% | 4%

One compound at a time, as listed above. Order of screens: AmpC detergent	HCV inh	LmPK inh	AMA1-RON2 inh	HCMV antiviral	AmpC no deterg	TbPYK inhibitor
O=C(O)c1ccccc1-c1cn2cc(Cl)ccc2n1 across the screens: 1%	12%	4%	-1%	5	-3%	-8%
O=C(CCc1ccc(S(=O)(=O)N2CCOCC2)cc1)Nc1cc(Cl)ccc1N1CCOCC1 across the screens: ?	-29%	-2%	-4%	4	122%[activator]	-4%

More entries.
Each structure is followed by: AmpC detergent | HCV inh | LmPK inh | AMA1-RON2 inh | HCMV antiviral | AmpC no deterg | TbPYK inhibitor
COc1cc(C(=O)OCCC(C)C)cc(OC)c1O
    -5% | ? | -1% | -2% | -11 | 9% | -21%
Cn1c(-c2ccc(C=O)s2)nc2ccccc21
    ? | 6% | ? | -6% | 149 | -14% | -13%
O=C(CN1CCOc2ccccc21)N1CCCC1
    -3% | 9% | 0% | 6% | 1 | -8% | -10%
CC(=O)Nc1cccc(NC(=O)C2CCCN2C(=O)Nc2ccccc2C)c1 (stereo not drawn)
    4% | 6% | -1% | -1% | 20 | -22% | 1%
COc1ccc(C(=O)Nc2cc(-c3nn4c(C)nnc4s3)ccc2C)cc1
    0% | -8% | 3% | 17% | 14 | 14% | 0%
CCC1CCCCN1CC(=O)c1ccc(OC(F)F)cc1 (stereo not drawn)
    10% | -20% | 1% | 0% | 19 | -3% | -8%
O=C(CCc1nc2ccccc2c(=O)[nH]1)Nc1nnc(SCc2ccc(F)cc2)s1
    -5% | 10% | . | 22% | -13 | -11% | -1%
Cc1cc2cc(C(c3nnnn3CC3CCCO3)N3CCCc4ccccc43)c(=O)[nH]c2cc1C (stereo not drawn)
    9% | 1% | -5% | 3% | 37 | -11% | -1%
CN(Cc1ccccc1)C(=O)C1CCC(CNS(=O)(=O)c2cccc3cccnc23)CC1 (stereo not drawn)
    -3% | ? | -3% | 4% | -62* | 87%[activator] | 2%
C[C@@H](C(=O)N=c1sc2ccccc2n1C)N1C(=O)C2CC=CCC2C1=O (stereo partly drawn)
    . | -17% | . | 2% | 37 | . | -3%
Cc1[nH]ccc2c1[nH]c1cc(=O)ccc12
    2% | -18% | -4% | 5% | ? | -13% | -6%
O=C(Nc1ccc2ccccc2n1)Nc1ccccc1F
    ? | 7% | -3% | 7% | 2 | -25% | 6%
COC(=O)C12OCC34C(CC5C(C)=C(O)C(=O)CC5(C)C3C(O)C1O)OC(=O)C(OC(=O)/C=C(\C)C(C)C)C24 (stereo not drawn)
    . | ? | . | -16% | -98* | . | 4%
Cc1ccc(SCC(=O)NCC(C)C)cc1
    -10% | 16% | -5% | 9% | -8 | -9% | -5%
C=CCn1c(Cc2ccccc2)nnc1SCc1nc2ccccc2c(=O)[nH]1
    5% | -14% | -1% | 6% | -20 | -6% | -15%
COC(=O)Nc1ccccc1C(=O)N1CCN(c2ccc(C)cc2)CC1
    -7% | 14% | 0% | -17% | 17 | -18% | -5%
COc1ccc(C2=NO[C@@H]3[C@@H]4C[C@@H]([C@H]5C(=O)N(C)C(=O)[C@@H]45)[C@H]23)c(OC)c1
    -2% | 9% | 5% | 0% | ? | 2% | 3%
CSc1nc2nc(-c3ccccc3)cc(=O)n2[nH]1
    2% | 9% | ? | 0% | 41 | -12% | -15%
Cc1ccnc(NC(=O)CCS(=O)(=O)c2ccccc2)c1
    -3% | 2% | -1% | 1% | -23 | -6% | -1%
CC(C)Cn1c(N)cc(=O)n(C)c1=O
    ? | 4% | 6% | -4% | -26 | -15% | -5%
CCCCc1cn([C@@H](CCCCN)C(=O)N2CCNCC2)nn1
    7% | 7% | 5% | -8% | -21 | 3% | -10%
CCOC(=O)c1cc(-c2ccccc2)n(CCC(=O)NCCc2ccc(C)cc2)c1C
    11% | . | . | . | 11 | . | 5%
CN1N=C(C(=O)N2CCCC(Nc3ccc(F)c(F)c3)C2)CCC1=O (stereo not drawn)
    -5% | -13% | -8% | 13% | 14 | -1% | 1%
CCOc1ccccc1C(=O)NC1(C(F)(F)F)C(=O)Nc2c1c(=O)[nH]c(=O)n2-c1ccccc1 (stereo not drawn)
    -4% | . | . | . | 5 | . | -4%
O=C(NC(=S)N1CCOCC1)c1ccc(F)cc1
    1% | 16% | -12% | 103%[activator] | -37 | -19% | -5%
CCOC(=O)c1cc(-c2ccc(Cl)cc2)nc2c1c(=O)[nH]c(=O)n2CCOC
    2% | 4% | 1% | -6% | -37 | -4% | 1%
O=C(NCCc1ccccc1)c1ccc2nc(-c3ccco3)c(-c3ccco3)nc2c1
    -9% | 11µM* | 7% | 1% | . | 16µM* | ?
Nc1nc2ccccc2n1/N=C/c1ccc(Br)cc1
    -3% | ? | 1% | -3% | 35 | -22% | -1%
CC(=O)N1CCCc2cc(S(=O)(=O)CCC(=O)N3CCN(c4cccc(C)c4)C(C)C3)ccc21 (stereo not drawn)
    -5% | ? | 10% | -4% | -8 | 136%[activator] | 0%
Cc1ccsc1/C=N\Nc1cn[nH]c(=O)c1Cl
    -7% | -7% | 13%[11.5 µM] | -12% | 60 | -14% | -5%
COc1cccc(N(C(=O)CNC(=O)c2ccco2)C(C(=O)NC2CCCCC2)c2cccnc2)c1 (stereo not drawn)
    -8% | 18% | -1% | 19% | -26 | 0% | 8%
COC(=O)c1cn(CC(=O)Nc2ccc(F)cc2)c2ccccc12
    2% | -3% | 4% | -3% | 17 | -31% | 3%
COc1cc(Cl)c(S(=O)(=O)NCc2cccnc2)cc1Cl
    -20% | 5% | 0% | -4% | -16 | -11% | 2%
CCOc1cccc(C2C(C(=O)c3ccc(C)o3)=C(O)C(=O)N2c2nccs2)c1 (stereo not drawn)
    -1% | ? | 1% | 13% | -28 | -29% | -4%
O=C(CCC(=O)N1CC2CCCN2c2ccccc21)NCc1ccccc1Cl (stereo not drawn)
    26% | . | . | . | -7 | . | -8%
O=C(C1=NNCC1c1ccccc1)C1OC1c1ccccc1 (stereo not drawn)
    -3% | -8% | 4% | 5% | -31 | -18% | -6%
Nn1c(SCC(=O)Nc2nccs2)nnc1-c1ccccn1
    ? | 12% | . | -9% | 1 | -11% | -4%
